rCAG RNA binder – binders of r(CAG) RNA repeats, primary screen, biochemical, fluorescence; r(CAG) RNA repeat, TO-PRO-1 dye displacement fluorescence; inhibition, % at 3 µM; 370,000 tested, 1.3% active;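 active means inhibition above the plate cutoff, the mean of all test compounds on that plate plus 3 SD, cut at about 35% in these data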;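 further: 0% = DMSO alone and 100% = 100 µM mitoxantrone as full dye displacement; higher means more dye released from RNA so lower well fluorescence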
ABHD4 inh – ABHD4 inhibitors, primary screen, biochemical, fluorescence polarization, mouse. 370,000 tested, 0.54% active. AID 720543, 2013. inhibition, % at 8.92 µM. purified mABHD4, FP-Rh probe fluorescence polarization. (Lyso)-N-acylphosphatidylethanolamine lipase (Mus musculus), Q8VD66;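 active means inhibition exceeding the mean over every tested compound plus 3 SD, cut at about 30% in these data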;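 further: 0% = plate median of compound wells and 100% = S159A mutant with DMSO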
Target sequence (Q8VD66 whole entry, looked up): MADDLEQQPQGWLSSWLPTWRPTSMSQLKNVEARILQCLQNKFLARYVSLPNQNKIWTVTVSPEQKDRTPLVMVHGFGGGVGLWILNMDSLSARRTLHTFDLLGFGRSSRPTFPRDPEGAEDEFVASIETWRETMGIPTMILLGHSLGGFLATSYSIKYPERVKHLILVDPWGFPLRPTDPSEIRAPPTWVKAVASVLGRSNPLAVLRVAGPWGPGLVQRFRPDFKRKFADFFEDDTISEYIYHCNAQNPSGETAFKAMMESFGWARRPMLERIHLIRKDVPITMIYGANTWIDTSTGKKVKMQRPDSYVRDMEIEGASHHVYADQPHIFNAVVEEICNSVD
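Test system: mouse ABHD4 enzyme, wild type. Reagent: FP-Rh fluorescent activity-based probe, added after compound pre-incubation. Timing: pre-incubation 45 min, probe exposure 60 min, at 25 °C. Technique: FP readout, ex 525 nm / em 598 nm. Benchmarks: high control S159A mutant with DMSO, low control median of compound wells.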
MBD2 DNA inh – inhibitors of MBD2 binding to methylated DNA, primary screen, biochemical, TR-FRET, DNA-binding domain, human. 370,000 tested, 0.31% active. AID 686964, 2013. MBD2 binding to methylated oligonucleotide. inhibition, % at 4.4 µM. Methyl-CpG-binding domain protein 2 (Homo sapiens), Q9UBB5; in the data active means inhibition above about 13%
LEDGF integ inh – blockers of LEDGF/p75-dependent integrase strand transfer – biochemical, TR-FRET, high throughput, primary screen; inhibition, % at 3.7 µM; TR-FRET IN-LEDGF/p75 DNA integration, Eu/Cy5; 370,000 tested, 0.64% active;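 active means inhibition above the screen-wide mean plus 3 SD, cut at about 13% in these data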;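 further: signal is the Cy5 over europium emission ratio at 671 and 618 nm; 0% = plate median of compound wells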
PRMT1 FP inh – PRMT1 methyltransferase inhibitors, primary screen, biochemical, fluorescence polarization; Protein arginine N-methyltransferase 1 (Homo sapiens), Q99873; recombinant PRMT1, activity-based probe fluorescence polarization; inhibition, % at 2.79 µM; 370,000 tested, 1.3% active;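 active means inhibition above about 21% made by adding two undisclosed values, limit read from the data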
PG9 Ab binder – binders of HIV-1 gp120 antibody PG9, primary screen, biochemical, TR-FRET; HIV-1 gp120 / PG9 antibody interaction; TR-FRET gp120-PG9 antibody binding; inhibition, % at 6.7 µM; 360,000 tested, 0.43% active; AID 624416, 2012; in the data active means inhibition above about 8.5%
NR1D1 modulator – modulators of Rev-erb alpha DNA binding, primary screen, biochemical, FITC-DNA, fluorescence polarization, uHTS; AID 1259318, 2017; activity, % at 10 µM; 370,000 tested, 0.79% active; Rev-erbα–FITC-DNA binding, 90 min;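 active means activity above about 14%, limit read from the data; passing the limit was not always enough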;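 further: 0% = DMSO wells with 35 nM protein and 100% = DMSO wells with 750 nM protein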
UHRF1 MBD2 ctr – UHRF1 methylated DNA binding inhibitors, primary screen, counter-screen for MBD2 inhibitor project, biochemical, TR-FRET, human UHRF1, single concentration; E3 ubiquitin-protein ligase UHRF1 (Homo sapiens), Q96T88; UHRF1 binding to methylated oligo; 370,000 tested, 0.75% active; inhibition, % at 4.4 µM; in the data active means inhibition above about 21%;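 further: UHRF1 SRA domain binding a hemimethylated CpG hairpin DNA probe; 0% = median of test compound wells and 100% = reference inhibitor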
TCR-CD3 inh – inhibitors of human TCR-CD3 interaction, primary screen, biochemical, fluorescence, TAMRA-labeled TCR probe. inhibition, % at 9.4 µM. AID 651800, 2012. 360,000 tested, 0.37% active. T-cell receptor (TCR); in the data active means inhibition above about 19%;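 further: recombinant mutant TCR 2C K166C tagged with TAMRA read by polarization; 0% = receptor in buffer alone and 100% = receptor with positive control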
HTRA1 inh – HTRA1 serine protease inhibitors, primary screen, biochemical, fluorescence polarization, HTS | inhibition, % at 5.96 µM | recombinant HTRA1, FP-rhodamine activity-based probe | 340,000 tested, 0.5% active; in the data active means inhibition above about 36%;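 further: 0% = enzyme with DMSO and 100% = wells lacking enzyme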
Target sequence (Q92743 whole entry, looked up): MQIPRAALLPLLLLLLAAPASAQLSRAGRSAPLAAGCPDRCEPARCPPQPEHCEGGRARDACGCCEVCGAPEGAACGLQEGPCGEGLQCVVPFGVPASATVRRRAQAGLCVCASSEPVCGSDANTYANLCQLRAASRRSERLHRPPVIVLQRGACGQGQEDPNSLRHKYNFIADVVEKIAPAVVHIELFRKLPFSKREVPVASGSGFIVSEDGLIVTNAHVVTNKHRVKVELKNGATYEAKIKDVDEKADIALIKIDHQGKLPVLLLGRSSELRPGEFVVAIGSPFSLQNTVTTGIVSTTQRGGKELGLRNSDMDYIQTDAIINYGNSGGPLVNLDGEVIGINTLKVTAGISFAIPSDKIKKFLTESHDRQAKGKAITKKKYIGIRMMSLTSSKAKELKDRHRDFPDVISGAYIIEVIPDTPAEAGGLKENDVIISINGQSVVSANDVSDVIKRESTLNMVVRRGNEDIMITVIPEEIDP
* hit, by the source's call; x = no result given; & = joins results of further samples.

1) Cn1nccc1C(=O)OCC(=O)Nc1ccccc1
2) CCCc1ccc(OCC(=O)O)cc1
3) CC(C)C(=O)Nc1ccc(C(=O)NNC(=O)CCc2ccccc2)cc1
4) CCC(=O)NCC(c1ccco1)N1CCN(c2ccc(OC)cc2)CC1 (stereo not drawn)
5) Cc1sc(NC(=O)c2ccco2)c(C(c2cccnc2)N2CCC(C)CC2)c1C (stereo not drawn)
6) Cc1ccc(C)c(NC(=O)CSc2n[nH]c(-c3ccccn3)n2)c1
7) CCOc1ccccc1C(=O)NCC(=O)N(C)CC(=O)Nc1ccc(N2CCOCC2)cc1
8) COC(=O)c1sccc1NC(=O)Nc1ccc(OC)cc1OC
compound no.,1,2,3,4,5,6,7,8
rCAG RNA binder,-1,0,-1,-5,-5,4,1,-2
ABHD4 inh,5,-2,-3,-4,2,-5,-2,1
MBD2 DNA inh,3,1,-2,-5,-2,3,1,2
LEDGF integ inh,-6,0,-3,5,0,-4,6,3
PRMT1 FP inh,-1,-2,-4,-6,-1,2,-4,1
PG9 Ab binder,-1.2,2.1,-2.4,0.4,-1.7,1.1,1.0,-2.5
NR1D1 modulator,1,-2,-4,6,x,-2,1,-2
UHRF1 MBD2 ctr,0,-3,0,1,-1,1,2,2
TCR-CD3 inh,-7,-4,8,-3,2,-11,7,3
HTRA1 inh,0,4,6,2,-15,-1,7,1

9) Cc1c(C(=O)NCc2ccccn2)oc2ccc(S(=O)(=O)N3CCOCC3)cc12
10) Cc1ccc(C(=O)N2CCN(c3ncccn3)CC2)cc1NC1=NC2CS(=O)(=O)CC2S1 (stereo not drawn)
11) Cc1cccc(NC(=O)c2nc[nH]c2C(=O)NCc2ccccc2)c1
12) CCN(CC)C(=O)CSc1nc2nc(C)cc(C)c2c(=O)[nH]1
13) COCCNC(=O)COC(=O)c1cc(-c2ccc(OC)cc2)nc2ccccc12
14) COC(=O)c1cccc(NC(=O)CN2CCC(NC(=O)c3cc(OC)c(OC)c(OC)c3)CC2)c1
15) CC(C)c1ccc(/C=C/C(=O)NC(=S)Nc2ccc(CN3CCOCC3)cc2)cc1
16) COc1ccc(S(=O)(=O)Nc2cc(C)ccn2)cc1OC
compound no.,9,10,11,12,13,14,15,16
rCAG RNA binder,-2,3,8,-4,1,-6,-1,1
ABHD4 inh,6,0,-16,3,-8,-4,1,-4
MBD2 DNA inh,-4,2,4,4,-5,-3,2,0
LEDGF integ inh,1,5,0,-2,-2,0,-4,-4
PRMT1 FP inh,1,-3,0,-3,-2,-4,1,2
PG9 Ab binder,-2.0,-1.0,-0.5,-0.8,-0.3,-2.2,-1.4,-2.0
NR1D1 modulator,-1,2,-1,3,-6,0,-3,0
UHRF1 MBD2 ctr,0,2,1,0,-3,-1,1,0
TCR-CD3 inh,15,4,1,-4,5,2,-6,-2
HTRA1 inh,5,1,-29,-1,-14,7,-43,-1

17) Cc1cc(NC(=O)c2ccc([N+](=O)[O-])cc2)n(CCC#N)n1
18) COc1ccccc1C1CC(c2ccc(NS(C)(=O)=O)cc2)=NN1S(=O)(=O)c1ccccc1 (stereo not drawn)
19) COc1ccccc1OCCOCCOc1ccc(C)cc1Br
20) COc1ccc(S(=O)(=O)N2CCOC2CNC(=O)C(=O)NCCN2CCOCC2)cc1 (stereo not drawn)
21) CC(=O)c1ccc(NCC2COc3ccccc3O2)c([N+](=O)[O-])c1 (stereo not drawn)
22) COCCn1c(SCC(=O)c2c(-c3ccccc3)n(C)c3ccccc23)nnc1-c1ccncc1
23) COC(=O)C1=C(C(=O)c2ccccc2)C(c2ccccc2)n2nnnc2N1 (stereo not drawn)
24) COc1ccc(C(=O)Nc2nc(CC(=O)NCc3ccc(F)cc3)cs2)cc1
compound no.,17,18,19,20,21,22,23,24
rCAG RNA binder,4,14,-4,0,4,-7,5,-2
ABHD4 inh,-6,-12,-15,-8,-3,0,0,0
MBD2 DNA inh,4,4,-1,-5,-6,3,1,6
LEDGF integ inh,2,-7,1,2,-1,1,-4,-1
PRMT1 FP inh,4,1,0,-7,-2,0,-2,-1
PG9 Ab binder,0.2,-2.0,-1.9,-0.8,-1.0,0.5,-0.4,-0.8
NR1D1 modulator,-7,2,0,-5,7,7,-3,8
UHRF1 MBD2 ctr,-2,1,-1,-1,0,-4,-2,2
TCR-CD3 inh,2,-8,9,3,6,-9,3,-5
HTRA1 inh,2,-10,-14,0,-15,-5,-4,-8

25) CC(=O)c1c(C)[nH]c(C(=O)OCCOc2ccccc2)c1C
26) O=[N+]([O-])c1ccccc1/C=C/CN1CCSCC1
27) CC1(C)CC(=O)C=C(Nc2ccc(Cl)c(Br)c2)C1
28) COC(=O)c1ccc(Nc2ccc3nonc3c2[N+](=O)[O-])cc1
29) CN(C)c1ccc(-c2ccnc3c2CC(C)(C(=O)NCc2ccc(F)c(F)c2)O3)cc1 (stereo not drawn)
30) CCOC(=O)C1=C(C)N(c2ccccc2)C(=O)/C1=C\c1ccc(O)c(OC)c1
31) CCN(CC)Cc1cc(Nc2ccnc3cc(Cl)ccc23)ccc1O
32) CCc1noc(C)c1C(=O)Nc1nc(-c2ccccc2)cs1
compound no.,25,26,27,28,29,30,31,32
rCAG RNA binder,-4,-6,-2,-3,4,6,2&3,0
ABHD4 inh,-5,7,2,5,23,17,2&2,-4
MBD2 DNA inh,-3,-1,-5,4,2,-5,5&1,-5
LEDGF integ inh,-1,4,-1,-5,0,0,-1&3,0
PRMT1 FP inh,-2,11,-2,3,-2,42*,4&-2,2
PG9 Ab binder,-0.2,-1.2,-2.6,-1.5,1.3,-2.0,0.1&0.7,0.1
NR1D1 modulator,3,-2,-8,-2,0,0,2&10,-1
UHRF1 MBD2 ctr,-2,3,-1,3,-1,-4,4&1,-1
TCR-CD3 inh,4,-5,0,-3,-4,1,2&9,5
HTRA1 inh,-13,-4,5,3,x,0,-1&8,-8

33) CC1=C/C(=N\OC(=O)/C=C/c2ccccc2)C(C)=CC1=O
34) O=C(C=Cc1ccc(O)c(O)c1)NCC(=O)NC(Cc1ccccc1)C(=O)O (stereo not drawn)
35) COc1cc(N=Nc2cccc(S(N)(=O)=O)c2)c2ccccc2c1N
36) CN1CCC(N(C)C(=O)c2ccc(Cl)c(S(=O)(=O)Nc3ccc(Cl)cc3)c2)CC1
37) CCOC(=O)COc1ccc(Oc2nc(C)cc(OC)n2)nn1
38) O=C(O)c1cccc(N2C(=O)c3cccc(Oc4ccc(Cl)cc4)c3C2=O)c1
39) COc1ccc(-c2c(-c3ccc(OCC(=O)NN)cc3O)n[nH]c2C)cc1
40) Clc1cccc(Cl)c1NC1=NCCC1
compound no.,33,34,35,36,37,38,39,40
rCAG RNA binder,0,2,52*,1,2,26,9,-2
ABHD4 inh,-7,10,-1,-4,2,-7,-7,-1
MBD2 DNA inh,4,3,-12,0,3,5,-1,2
LEDGF integ inh,0,-5,3,-5,1,6,0,-2
PRMT1 FP inh,3,3,-8,2,-2,-3,1,1
PG9 Ab binder,-1.2,-0.6,-6.4,-0.4,-1.5,-3.9,-2.3,-0.1
NR1D1 modulator,-3,-3,35*,1,5,2,2,4
UHRF1 MBD2 ctr,4,2,-7,-1,13,-3,0,1
TCR-CD3 inh,-3,0,1,-12,-2,3,-3,-3
HTRA1 inh,-5,x,30,-2,1,-1,-17,1

41) C/C(=N/NS(=O)(=O)c1ccc(Br)cc1)c1ccc(C)o1
42) Cc1ccc(NC(=O)CN(C)S(=O)(=O)c2cccs2)cc1F
43) Cc1ccc(NC(=O)COC(=O)c2cccc(C)c2[N+](=O)[O-])cc1S(=O)(=O)N1CCCCC1
44) COc1ccccc1CC(NC(C)=O)C(=O)NC1CCN(S(=O)(=O)c2ccccc2)CC1 (stereo not drawn)
45) Cc1cc(-c2ccccc2)nc(SC(C(=O)O)c2ccccc2)n1 (stereo not drawn)
46) COc1ccc(CNc2nc3ccccc3n2C)c(O)c1
compound no.,41,42,43,44,45,46
rCAG RNA binder,6,3,4,-3,3,-1
ABHD4 inh,-1,-3,-33,1,-1,-2
MBD2 DNA inh,2,-4,0,2,-1,0
LEDGF integ inh,-1,-3,7,1,-2,-1
PRMT1 FP inh,4,-2,-2,-5,-4,-2
PG9 Ab binder,-1.8,-2.2,-1.1,-0.8,-2.8,1.9
NR1D1 modulator,-3,7,5,-5,8,-1
UHRF1 MBD2 ctr,-2,1,-2,-1,5,-2
TCR-CD3 inh,6,1,8,-1,3,0
HTRA1 inh,-1,-5,-65,-7,4,3

Part of the list above in order of length of the SMILES, smallest number first:
42) Cc1ccc(NC(=O)CN(C)S(=O)(=O)c2cccs2)cc1F
41) C/C(=N/NS(=O)(=O)c1ccc(Br)cc1)c1ccc(C)o1
35) COc1cc(N=Nc2cccc(S(N)(=O)=O)c2)c2ccccc2c1N
44) COc1ccccc1CC(NC(C)=O)C(=O)NC1CCN(S(=O)(=O)c2ccccc2)CC1 (stereo not drawn)
29) CN(C)c1ccc(-c2ccnc3c2CC(C)(C(=O)NCc2ccc(F)c(F)c2)O3)cc1 (stereo not drawn)
compound no.,42,41,35,44,29
rCAG RNA binder,3,6,52*,-3,4
ABHD4 inh,-3,-1,-1,1,23
MBD2 DNA inh,-4,2,-12,2,2
LEDGF integ inh,-3,-1,3,1,0
PRMT1 FP inh,-2,4,-8,-5,-2
PG9 Ab binder,-2.2,-1.8,-6.4,-0.8,1.3
NR1D1 modulator,7,-3,35*,-5,0
UHRF1 MBD2 ctr,1,-2,-7,-1,-1
TCR-CD3 inh,1,6,1,-1,-4
HTRA1 inh,-5,-1,30,-7,x

Source: PubChem BioAssay (several laboratories)

A portion of the library (hit frequency here may not be typical).
